OX1R antag: blocks the human orexin 1 receptor. CHO/OX1R cells, Fluo-8 calcium fluorescence, orexin A. hit rate 0.43% among 330,000. O43613. inhibition, % at 5 µM;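 active means inhibition above its plate's threshold, mean inhibition of all tested compounds on the plate plus 3 SD, cut at about 37% in these data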;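 further: 0% = orexin A challenge wells and 100% = SB-334867-A antagonist wells; not every result past the cut was called active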
Target sequence (O43613 whole entry, looked up): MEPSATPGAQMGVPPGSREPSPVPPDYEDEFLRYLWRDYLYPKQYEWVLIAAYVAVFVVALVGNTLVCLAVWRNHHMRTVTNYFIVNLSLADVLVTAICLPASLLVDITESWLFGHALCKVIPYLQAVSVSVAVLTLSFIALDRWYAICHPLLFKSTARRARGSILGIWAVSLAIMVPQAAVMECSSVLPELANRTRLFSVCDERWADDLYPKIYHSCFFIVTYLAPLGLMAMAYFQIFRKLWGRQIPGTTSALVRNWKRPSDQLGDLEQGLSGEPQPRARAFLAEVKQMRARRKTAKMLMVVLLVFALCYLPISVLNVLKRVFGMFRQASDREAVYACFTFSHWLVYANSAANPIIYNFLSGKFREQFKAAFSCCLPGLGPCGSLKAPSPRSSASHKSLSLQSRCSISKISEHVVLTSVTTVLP
CHT allo act: allosterically activates the human high affinity choline transporter. hit rate 0.49% among 310,000. B-score at 10 µM. CHT-expressing cells, membrane potential dye, choline EC20; hits give high values; LV-AA mutant CHT in HEK293 cells;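 active means initial fluorescence not abnormally high and integrated response B-score, plate-corrected, over 3 SD above library mean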
Target sequence (Q9GZV3 whole entry, looked up): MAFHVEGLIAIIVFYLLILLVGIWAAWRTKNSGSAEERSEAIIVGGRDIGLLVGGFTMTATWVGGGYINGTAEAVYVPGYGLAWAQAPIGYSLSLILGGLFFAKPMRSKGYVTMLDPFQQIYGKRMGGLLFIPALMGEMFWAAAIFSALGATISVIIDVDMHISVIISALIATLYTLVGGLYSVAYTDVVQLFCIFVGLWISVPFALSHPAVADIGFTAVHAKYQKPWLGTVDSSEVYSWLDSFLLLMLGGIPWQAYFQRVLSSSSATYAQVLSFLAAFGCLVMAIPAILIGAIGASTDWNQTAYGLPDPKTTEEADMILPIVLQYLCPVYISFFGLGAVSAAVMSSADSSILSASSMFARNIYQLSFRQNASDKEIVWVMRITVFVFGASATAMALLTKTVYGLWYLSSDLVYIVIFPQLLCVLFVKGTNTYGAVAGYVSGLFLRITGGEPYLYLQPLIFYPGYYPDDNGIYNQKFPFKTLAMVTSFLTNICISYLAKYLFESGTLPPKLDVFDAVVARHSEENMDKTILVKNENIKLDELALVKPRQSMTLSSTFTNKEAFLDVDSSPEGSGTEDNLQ
* hit, by the source's call; i = inactive; . = not tested or not shown.

SMILES	OX1R antag	CHT allo act
Cc1ccc(-c2ccc(=O)n(Cc3c(F)cccc3Cl)n2)cc1	.	i
COc1ccc(OC(C)C(=O)Nc2ccc(F)cc2F)cc1 (centres undefined)	-18.9	i
CC1CC(C)CN(C(=O)C2CCN(S(=O)(=O)c3cccc4cccnc34)CC2)C1 (centres undefined)	-16.3	i
CCc1nc2ccc(C(=O)N3CCN(c4ccc([N+](=O)[O-])cc4)CC3)cc2nc1CC	-33.1	i
CCOC(=O)N1CCN(C(=O)COC(=O)CNC(=O)c2ccc(Cl)cc2Cl)CC1	-17.5	i
COc1ccc(CN(C)CC(=O)Nc2sc3c(c2C#N)CCC3)cc1OC	5.0	i
CN(C1=NS(=O)(=O)c2ccccc21)c1ccc(OC(=O)c2ccncc2)cc1	8.0	i
CCCc1cc(=O)[nH]c(SCC(=O)N(C)C2CCCCC2)n1	-18.3	.
CCOc1ccc(CNC(=O)CCC(=O)n2ncc3ccc(Cl)cc32)cc1	0.4	i
Nn1cc(-c2ccccc2)nc1SCC(=O)Nc1ccc2c(c1)OCO2	-19.8	i
Cc1ccc(C(=O)OCC(=O)NCc2ccc(Cl)cc2Cl)o1	-19.3	.
O=C(CN1C(=O)c2ccccc2S1(=O)=O)Nc1cccc(S(=O)(=O)N2CCCCC2)c1	-9.6	.
CC1(C)OC(=O)N(c2ccccc2)C12C=Cc1cc(Br)ccc1O2 (centres undefined)	-16.2	i
COc1cc(S(=O)(=O)N(Cc2ccco2)C2CCCC2)ccc1-n1cnnn1	-6.0	i
O=C(NCC1CCCO1)c1c(O)c2cccc3c2n(c1=O)CC3 (centres undefined)	-17.6	i
CCN(CC)CCNC(=O)CCCNC(=O)Cn1cnc2sc(C)c(C)c2c1=O	-4.5	i
O=C(NCCCCC(NC(=O)C1CCCCC1)C(=O)O)c1ccccc1 (centres undefined)	-9.8	i
Cc1ccccc1NC(=O)C(C)c1ccc(-c2ccccc2)c(F)c1 (centres undefined)	12.3	i
CCOC(=O)C1(Cc2ccccc2)CCN(Cc2cnc(N3CCOCC3)s2)CC1	-24.4	i
Cc1ccc(-n2nc(C(=O)O)cc2-c2ccc(Cl)cc2)cc1	1.4	i
Cc1noc(C)c1NC(=O)Nc1cccc2c1O[C@H](CN(C)S(=O)(=O)c1cccs1)[C@@H](C)CN([C@H](C)CO)C2=O	-0.5	.
O=C(Nc1cccnc1Cl)c1cccs1	0.1	i
COc1ccc(-n2c(=O)c3ccccc3n(CC(=O)NC3CCCCC3)c2=O)c(OC)c1	-30.9	i
Cc1cc(C)nc(NC(=O)CSc2nn(-c3ccccc3)c(=S)s2)n1	-16.8	i
CN(C)C(CNC(=O)c1ccc(S(=O)(=O)Nc2cccc(C(F)(F)F)c2)cc1)c1ccco1 (centres undefined)	-4.9	i
O=C(CCCCC(=O)Nc1c(I)cc(I)c(C(=O)O)c1I)Nc1c(I)cc(I)c(C(=O)O)c1I	-10.0	i
COc1cc(NC(=O)c2cccc([N+](=O)[O-])c2C)ccc1NC(=O)c1ccco1	-14.5	i
COc1ccc(S(=O)(=O)N2CCCCC2)cc1NC(=O)c1ccc(N2CCCC2=O)cc1	-17.8	.
COc1ccc(NC(=O)/C(C#N)=C/c2c(C)nn(-c3ccc(F)cc3)c2Cl)cc1Cl	-11.3	i
CCCCNC(=O)c1cn(CC(C)C)c(=O)c2c1c1ccccc1n2C	-32.5	i
CCOc1ccc2ccccc2c1/C=N/NC(=O)CC1(C)OCCCO1	-3.0	i
Cc1cc(C(=O)Cn2nc(C(=O)O)c3ccccc3c2=O)c(C)n1CCc1ccc(Cl)cc1	13.1	i
CCc1nc(Nc2ccccc2OC)c2oc3ccccc3c2n1	-65.5	i
Cc1cc(C(=O)N/N=C/c2c(C)[nH]n(-c3ccccc3)c2=O)n[nH]1	-8.1	i
CC(NC(=O)C1CCCCC1)C(c1cccs1)N1CCOCC1 (centres undefined)	-24.4	i
Cc1ccc(C2(C)NC(=O)N(CC(=O)Nc3cc(S(=O)(=O)N4CCOCC4)ccc3C)C2=O)cc1 (centres undefined)	-15.1	i

Of the compounds above, 3 have an aryl thioether with sulfur outside any ring.
SMILES	OX1R antag	CHT allo act
CCCc1cc(=O)[nH]c(SCC(=O)N(C)C2CCCCC2)n1	-18.3	.
Nn1cc(-c2ccccc2)nc1SCC(=O)Nc1ccc2c(c1)OCO2	-19.8	i
Cc1cc(C)nc(NC(=O)CSc2nn(-c3ccccc3)c(=S)s2)n1	-16.8	i

Other records.
SMILES	OX1R antag	CHT allo act
CCOC(=O)Cn1nnnc1C(C(C)C)N(Cc1cccs1)Cc1cc2cc(C)ccc2[nH]c1=O (centres undefined)	-17.3	i
CCOC(=O)C1CCN(Cc2nc(-c3ccc(OC)c(OC)c3)no2)CC1	-25.5	i
Cc1nn(C)cc1CNC(=O)/C=C/c1cnn(C)c1	6.4	i
O=C(c1ccccc1)N1N=C(C(F)(F)F)CC1(O)c1ccc(F)cc1 (centres undefined)	-46.6	i
COC(=O)c1cc(OC)c(OC)cc1NC(=S)Nc1cccc(Cl)c1	-1.5	i
O=C(/C=C/c1ccc(Cl)c(Cl)c1)NCc1ccco1	0.6	i
COc1ccc(N2CC(O)=C(c3nc4ccccc4s3)C2=N)c(OC)c1	-18.8	i
CN(C)S(=O)(=O)N1CCN(S(=O)(=O)N2CCOCC2)CC1	-0.1	i
CC(=O)Nc1ccc(S(=O)(=O)N(C)CC(=O)OCC(=O)N2CCCC2=O)cc1	2.1	i
CCO[C@@H]1OC(C(N)=O)=C[C@H](c2ccc3c(c2)OCO3)[C@H]1CCCO	-10.9	i
O=C(CC(Nc1ccccc1)C(=O)O)c1ccccc1 (centres undefined)	-33.7	i
COc1ccc(CN(C)C2CCN(C)CC2)cc1OC	-0.3	i

Overlap with the part before: 2 compounds; new compounds follow.
SMILES	OX1R antag	CHT allo act
O=C(CC(Nc1ccccc1)C(=O)O)c1ccccc1 (centres undefined)	-33.7	i
COc1ccc(CN(C)C2CCN(C)CC2)cc1OC	-0.3	i
CCCCNC(=O)C(=O)N/N=C/c1cccc(Br)c1	-21.4	i
O=C(Nc1ccccc1)c1cc(N2CCOCC2)nc2ccccc12	-19.0	i
NC(=O)C1CCN(C(=O)C2(NC(=O)Nc3cccc(F)c3)CCCCC2)CC1	-1.6	i
CCCC(=O)Nc1cccc(NC(=O)c2ccc3c(c2)OCCO3)c1	-9.6	i
O=S(=O)(NNc1ncc(C(F)(F)F)cc1Cl)c1ccc(F)cc1F	-14.8	.
CCC(C(=O)OCC(=O)Nc1c(Cl)cc(Cl)cc1Cl)c1ccccc1 (centres undefined)	-30.6	i
Cc1ccccc1NC(=S)NC(=O)c1cc(-c2ccccc2)nc2ccccc12	-20.2	i
CCOC(=O)C1=C(C)NC(=O)NC1c1ccc(F)cc1 (centres undefined)	6.2	i
COC(=O)c1ccc(C(=O)OC)c(NC(=O)CN2CCC(C)CC2)c1	-20.3	i
O=C(O)C12CC3CC(C1)CC(n1ncc(NCc4ccco4)c(Cl)c1=O)(C3)C2	-1.6	i
CCOC(=O)Nc1n[nH]c(NC(=O)OCC)c1[N+](=O)[O-]	-5.6	i
Cn1c(=O)c2c(SCC(=O)NCC3CCCO3)nc(-c3ccccc3Cl)nc2n(C)c1=O (centres undefined)	-17.9	i
CC(OC(=O)CCCOc1ccccc1)C(=O)NC(N)=O (centres undefined)	-1.9	i
COc1cc(C=O)c(Br)cc1OCc1ccc(C)cc1	-6.7	i
Cc1ccsc1S(=O)(=O)N1CCCC(CCC(=O)NCc2ccccc2F)C1 (centres undefined)	-11.7	i
COc1ccc2nc(SCC(=O)/C(C#N)=C(\C)N)[nH]c2c1	-3.4	i
CCCCn1c(SCC(=O)NCCc2ccc(OC)c(OC)c2)nc2c1c(=O)n(C)c(=O)n2C	-22.2	i
Cc1ccc(C(=O)Nc2ccc(C(=O)O)cc2)cc1S(=O)(=O)NCc1ccccc1	-5.6	i
COc1ccc(C(C(=O)NCc2ccccc2)N(C(=O)c2snc(C(N)=O)c2N)C2CCCC2)cc1 (centres undefined)	-20.0	i
O=C(Nc1cc([N+](=O)[O-])ccc1O)c1cccc([N+](=O)[O-])c1	-0.9	i
COc1cccc(NC(=O)CCNS(=O)(=O)c2ccc(Br)s2)c1	4.2	i
Cc1cccc(C)c1OCc1cc(C(=O)N2CCNC(=O)C2)no1	-10.7	i
O=C(CS(=O)(=O)c1ccccc1)Nc1ncc([N+](=O)[O-])s1	-4.8	i
C=C(C)CNC(=S)N/N=C/c1ccc([N+](=O)[O-])cc1	-19.3	i

Rewritten with values under each structure: 3 of the compounds above.
Order of values: OX1R antag | CHT allo act
- Cc1ccc(C(=O)Nc2ccc(C(=O)O)cc2)cc1S(=O)(=O)NCc1ccccc1
  -5.6 | i
- COc1ccc(C(C(=O)NCc2ccccc2)N(C(=O)c2snc(C(N)=O)c2N)C2CCCC2)cc1 (centres undefined)
  -20.0 | i
- O=C(Nc1cc([N+](=O)[O-])ccc1O)c1cccc([N+](=O)[O-])c1
  -0.9 | i

Remaining list, next part.
SMILES	OX1R antag	CHT allo act
CC(=O)Nc1ccc(S(=O)(=O)N2CCC(c3nc4c(nnn4Cc4ccccc4Cl)c(=O)[nH]3)CC2)cc1	-3.7	i
CC1CC(C)CN(C(=O)CCc2nnc3ccc(N4CCCCC4)nn23)C1 (centres undefined)	-16.9	i
Cc1nn(-c2ccccc2)cc1C(c1c(N)[nH]c(=S)[nH]c1=O)c1c(N)[nH]c(=S)[nH]c1=O	8.2	i
Cc1cc(Cl)cc2c1NC(=O)[C@]21[C@@H]2C(=O)N(Cc3ccccc3)C(=O)[C@@H]2[C@@H]2CCCN21	-24.0	i
O=C(c1ccco1)N(c1ccccn1)c1ccccn1	-3.6	i
CN1N=C(C(=O)N2CCCC(C(=O)c3cccc(C(F)(F)F)c3)C2)CCC1=O (centres undefined)	-19.5	i
O/N=C/c1cn(-c2ccccc2)nc1-c1ccc2c(c1)OCCO2	2.7	i
Fc1ccc(C(c2nnnn2C2CCCC2)N2CCc3ccccc32)cc1 (centres undefined)	-29.2	i
O=C(COc1ccc2c3c(c(=O)oc2c1)CCC3)Nc1ccc(CCO)cc1	-2.0	i
Fc1ccc(OCCOCCNCC2CCCO2)cc1 (centres undefined)	-12.3	i
COc1ccc(S(=O)(=O)NC(N)=NCCc2ccc(OC)c(OC)c2)cc1C	-8.9	i
S=C(Nc1ccccc1)Nc1ccc(OCc2ccccc2)cc1	-12.6	i
Cc1[nH][nH]c(=O)c1C=NCc1ccc(Cl)cc1	11.6	i
COc1ccc(Cl)cc1NC(=S)N(Cc1ccccc1C)CC1CCC(C(=O)O)CC1 (centres undefined)	-16.3	i
CCN(Cc1ccncc1)C(=O)CC1C(=O)NCCN1Cc1ccc(F)c(F)c1 (centres undefined)	-20.7	i
c1ccc2c(-c3nnc4n3CCCCC4)c[nH]c2c1	16.4	i
Cc1ccc(C(=O)COC(=O)CCN2C(=O)C3C4CCC(C4)C3C2=O)cc1[N+](=O)[O-] (centres undefined)	-19.1	i
O=C(COC(=O)C1CCN(S(=O)(=O)c2cccs2)CC1)NCc1ccc(F)cc1	-42.0	i
CCOC(=O)C1=C(C)Nc2ccccc2N=C1NC(=O)c1cccc(S(=O)(=O)N(C)C)c1	-23.4	i
COC(=O)c1cnn2c(C(F)(F)F)cc(-c3ccco3)nc12	-11.1	i
O=c1[nH]c(CO)nc2c1oc1ccccc12	2.3	i
Cc1cccc(C(C)C)c1NC(=O)CN1C(=O)NC2(CCc3ccccc32)C1=O (centres undefined)	-23.1	i
CN(CCOCCOc1ccc(F)cc1)Cc1ccccc1	-16.3	i
COCc1ccc(CN2CCCC(CO)(Cc3ccccc3)C2)o1 (centres undefined)	-23.2	i
CCCCSc1nc(C)c(CC(=O)O)c(=O)[nH]1	-4.6	i
Cc1ccc(NC(=O)CN2C(=O)c3ccccc3S2(=O)=O)cc1C	-27.6	i
FC(F)Sc1ccc(NC(=S)NC2CCC(NC(=S)Nc3ccc(SC(F)F)cc3)CC2)cc1 (centres undefined)	-3.1	i
CCOCCCNC(=O)Cc1ccc(OC)c(OC)c1	-22.9	i
CCC(C(=O)OCC(=O)Nc1c(C)n(C)n(-c2ccccc2)c1=O)c1ccccc1 (centres undefined)	0.2	i
COc1ccc(CCC(=O)Nc2ncc(C)s2)cc1	-9.8	i
CN(C(=O)CSc1nc2ccc(Br)cc2c(=O)n1Cc1ccco1)C1CCS(=O)(=O)C1 (centres undefined)	-31.8	i
Cn1c(=O)c2c(nc(Br)n2Cc2ccc3ccccc3c2)n(C)c1=O	-27.8	i
Nc1cc(=O)[nH]c(SCC(=O)Nc2cccc(Cl)c2Cl)n1	-8.1	i
COc1cc(C(=O)N[C@@H](Cc2c[nH]c3ccccc23)C(=O)O)cc(OC)c1OC	-8.8	i
COC(=O)c1ccccc1NC(=O)c1ccc(Cn2cc(Cl)cn2)o1	-14.6	i
CCc1ccc(C(=O)NC(=S)Nc2ccccc2N2CCOCC2)cc1	-28.7	i
CCCc1ccc2oc(C(=O)N(C)CCn3ccnc3C)c(C)c2c1	-16.5	i
O=C(N/N=C/c1ccc(-c2cccc([N+](=O)[O-])c2)o1)[C@H]1C[C@@H]1c1ccccc1	-30.5	i
CC1CCCC(C)N1C(=O)COC(=O)CNC(=O)C12CC3CC(CC(C3)C1)C2 (centres undefined)	-19.1	i
Cc1ccc(-c2cc(-c3ccc(C)cc3O)[nH]n2)cc1	-30.7	i
COc1ccc(-c2nnc(SCC(=O)N3CCN(c4ccccc4)CC3)o2)cc1OC	-9.7	i
O=C(CS(=O)(=O)Cc1ccccc1)Nc1ccc(Br)cc1F	-16.6	i
Oc1ccc(/C=N/NC(=S)N/N=C/c2ccc(O)cc2)cc1	3.6	i
O=C(CN(CC1CCCO1)S(=O)(=O)c1ccc(S(=O)(=O)NC2CC2)cc1)Nc1ccccc1 (centres undefined)	-13.4	i
CC1CCN(C(=O)CCNC(=O)Cn2cnc3sc4c(c3c2=O)CCCC4)CC1	-38.1	i
O=C(CCSc1ccc(Cl)cc1)Nc1cccnc1	-9.2	i

Bioassay records from PubChem BioAssay.
